# OX1R antag-1 – human HCRTR1 antagonism; AID 434989; O43613; inhibition, % at 5 µM; CHO/OX1R cells, Fluo-8 calcium fluorescence, orexin A; hit rate 0.43% among 330,000;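 active means inhibition above its plate's threshold, mean inhibition of all tested compounds on the plate plus 3 SD, cut at about 37% in these data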;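 further: 0% = orexin A challenge wells and 100% = SB-334867-A antagonist wells; not every result past the cut was called active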
# Target sequence (O43613 whole entry, looked up): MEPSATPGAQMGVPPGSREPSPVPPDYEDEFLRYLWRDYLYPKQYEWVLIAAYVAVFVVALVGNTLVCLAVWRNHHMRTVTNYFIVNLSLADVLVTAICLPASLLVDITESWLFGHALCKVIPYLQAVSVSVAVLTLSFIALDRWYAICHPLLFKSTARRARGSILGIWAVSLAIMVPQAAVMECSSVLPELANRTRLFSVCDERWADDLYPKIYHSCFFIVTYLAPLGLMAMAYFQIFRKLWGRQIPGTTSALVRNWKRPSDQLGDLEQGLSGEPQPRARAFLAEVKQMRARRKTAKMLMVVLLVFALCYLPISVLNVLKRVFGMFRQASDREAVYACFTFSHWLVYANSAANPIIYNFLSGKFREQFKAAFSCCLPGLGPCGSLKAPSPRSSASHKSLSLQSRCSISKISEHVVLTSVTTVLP
# OX1R antag-2 – OX1R (human) antagonism | O43613 | OX1R-expressing cells, FRET antagonist read-out | inhibition, % at 6.6 µM | hit rate 1.8% among 330,000 | AID 485270; in the data active means inhibition mostly above about 38%, no sharp cut-off; inactive means mostly below about 40%;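 further: 0% = agonist challenge alone and 100% = reference antagonist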
# STK33 inh – blocks human STK33 kinase activity. Q9BYT3. purified STK33, MBP phosphorylation, ADP-Glo luminescence. inhibition, % at 10 µM. hit rate 0.073% among 320,000;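 active means inhibition at or above 25%, using the most active replicate where run in duplicate; inactive means inhibition below 25%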
# Target sequence (Q9BYT3 whole entry, looked up): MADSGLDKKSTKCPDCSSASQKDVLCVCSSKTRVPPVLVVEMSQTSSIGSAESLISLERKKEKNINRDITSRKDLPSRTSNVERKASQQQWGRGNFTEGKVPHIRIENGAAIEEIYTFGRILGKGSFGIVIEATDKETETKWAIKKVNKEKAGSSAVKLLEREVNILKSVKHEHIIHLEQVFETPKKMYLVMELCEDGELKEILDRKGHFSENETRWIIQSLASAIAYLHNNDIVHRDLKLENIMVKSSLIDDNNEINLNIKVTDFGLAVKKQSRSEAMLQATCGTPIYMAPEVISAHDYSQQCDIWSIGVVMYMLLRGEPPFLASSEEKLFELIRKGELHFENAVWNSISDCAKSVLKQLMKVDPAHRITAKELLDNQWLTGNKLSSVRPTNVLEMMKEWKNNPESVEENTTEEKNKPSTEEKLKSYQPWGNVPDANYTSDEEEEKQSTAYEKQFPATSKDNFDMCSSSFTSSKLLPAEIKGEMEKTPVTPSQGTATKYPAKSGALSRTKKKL
# * hit, by the source's call; . = not tested or not shown.
# The first two records, to show the layout:
OX1R antag-1	OX1R antag-2	STK33 inh	SMILES
-3	0	-2.0	CN(C)C(=S)SCC(=O)Nc1ccc(Cl)cc1Cl
-19	17	0.1	Cc1ccc(-n2nnnc2SCC(=O)N2CC(=O)Nc3ccccc32)cc1

# All compounds of this part, from the first entry:
OX1R antag-1	OX1R antag-2	STK33 inh	SMILES
-3	0	-2.0	CN(C)C(=S)SCC(=O)Nc1ccc(Cl)cc1Cl
-19	17	0.1	Cc1ccc(-n2nnnc2SCC(=O)N2CC(=O)Nc3ccccc32)cc1
-23	26	-0.2	Cc1ccccc1CNC(=O)C(=O)NCCC1CCCCN1S(=O)(=O)c1ccccc1 (stereo not drawn)
-9	9	-0.1	CC1CCN(C(=O)Cn2c(=O)n(CCCC(=O)NCc3ccco3)c(=O)c3sccc32)CC1
1	2	-0.8	CCCCn1c(N)c(N(CCOC)C(=O)CSc2nnc(-c3ccco3)n2CC)c(=O)[nH]c1=O
-26	-3	0.1	COc1ccc(C2(C)NC(=O)N(CC(=O)N3CCc4ccccc43)C2=O)cc1OC (stereo not drawn)
-10	5	3.7	CCOC(=O)c1cnc2ccc(Cl)cc2c1N1CCN(C)CC1
-4	22	0.5	CS(=O)(=O)c1ccc(C(=O)OCC(=O)NC(=O)C2COc3ccccc3O2)cc1[N+](=O)[O-] (stereo not drawn)
-34	17	-0.4	N#CC1=C(N)OC2=C(CN(Cc3ccccc3)C/C2=C\c2cccnc2)C1c1cccnc1 (stereo not drawn)
7	26	-1.8	Cc1ccc(NC(=S)NCCSc2ccc(Cl)cc2)c(C)c1
-22	7	-3.6	O=C(CSc1nnc(CNC(=O)C23CC4CC(CC(C4)C2)C3)n1-c1ccccc1)Nc1ccc(F)cc1
-12	26	-2.1	FC(F)(F)c1cc(-c2cccs2)n[nH]1
-16	9	-0.3	O=C(COc1ccc2ccc(=O)oc2c1)N1CCN(C(=O)C2COc3ccccc3O2)CC1 (stereo not drawn)
-8	23	-2.8	CN1C(N)=NC(=O)/C1=C/c1ccc(OC(F)(F)F)cc1
-25	21	-1.4	COc1ccccc1OCCCn1cc(C#N)c2ccccc21
-4	10	-0.3	O=C(O)CCCNC(=O)c1cccc(C(=O)NCCCC(=O)O)n1
-2	20	-0.7	CN(C(=O)COC(=O)c1cc(S(=O)(=O)N2CCOCC2)c(Cl)cc1Cl)C1CCS(=O)(=O)C1 (stereo not drawn)
-13	19	-2.2	Cc1nc2cccc(C(=O)Oc3ccc([N+](=O)[O-])cc3)c2o1
-24	15	-0.8	COc1ccc(C2=Nn3c(nnc3-c3ccccc3Cl)SC2)cc1OC1CCOC1 (stereo not drawn)
-2	7	0.5	Cn1c(=O)c2c(nc(-n3ccnc3)n2Cc2ccccc2)n(C)c1=O
-12	6	-0.6	O=C(COC(=O)Cc1ccsc1)NNC(=O)c1ccccc1
9	14	-1.6	O=C(CSc1nnnn1-c1ccccc1)CC(=O)Nc1ccc(Cl)cc1
2	-9	0.6	Cc1cnc(NS(=O)(=O)c2ccccc2)c(C)n1
1	0	-1.3	COc1cccc(C(=O)NN=C2CCCC2)c1
-21	-7	-10	O=C(Nc1cc(Cl)c(Cl)cc1Cl)c1cccnc1
-20	26	-1.8	CNC(=O)c1ccsc1NC(=O)c1coc2ccccc2c1=O
-17	16	-0.4	COc1ccc(NC(=O)/C=N/O)cc1
-22	16	3.0	CC1CCc2nn(CC(=O)N3CCN(C(=O)c4ccco4)CC3)cc2C1 (stereo not drawn)
-16	51	0.1	Cc1ccc(F)cc1NC(=O)CCNC(=O)c1ccc([N+](=O)[O-])cc1
6	28	-0.8	CCOc1cc(/C=N\NC(=O)c2ccc(C)nc2)cc([N+](=O)[O-])c1O
1	12	-1.0	C=CCSc1nc(-c2ccc3c(c2)OCO3)cc(C(F)(F)F)c1C#N
5	7	-1.4	NC(N)=NC1=NC(=O)C(Cc2ccccc2)S1 (stereo not drawn)
-51	23	2.0	CCCCNc1nc(N)nc(-c2cc(Cl)ccc2O)n1
-2	8	-1.0	O=C(CC12CC3CC(CC(C3)C1)C2)NCc1ccncc1
-25	28	.	Cc1nc(NCC2CCCO2)c2nnn(Cc3c(F)cccc3Cl)c2n1 (stereo not drawn)
5	3	-1.9	CC12C(=O)N(NC(=O)c3ccncc3)C(=O)C1C1C=CC2C1 (stereo not drawn)
-12	23	-0.8	CCN1CCN(C(=O)C23CCC(C)(C(=O)C2Br)C3(C)C)CC1 (stereo not drawn)
-29	9	0.8	N#Cc1ccccc1OCC(=O)Nc1cccc(S(=O)(=O)N2CCCC2)c1
-17	25	-0.3	COC(=O)C1CSC(C(=O)OC)N1C(=O)Nc1ccccc1 (stereo not drawn)
-16	4	0.3	O=C(/C=C/c1cn(-c2ccccc2)nc1-c1ccc2c(c1)OCCO2)NCCCN1CCOCC1
-30	12	-1.7	COc1ccc(CCn2c(C)c(C(C)=O)c(C(C)=O)c2C)cc1OC
-18	2	-0.1	CC(C)(C)c1ccc(C(=O)N2CCNC(=O)C2CC(=O)Nc2ccc(F)cc2)cc1 (stereo not drawn)
-13	7	-1.4	CC1CC(C)CN(CCOCCSc2ccccc2)C1 (stereo not drawn)
-21	23	-1.9	CC(/C=N/NC(=O)Cc1cccs1)=C\c1ccccc1
-7	11	0.0	Cc1oncc1C(=O)NC(C)C
-8	5	1.0	OC1(c2nc3ccccc3[nH]2)CCCCC1
0	14	-0.8	CC(OC(=O)CCc1nc2ccccc2c(=O)[nH]1)C(=O)NCc1ccc2c(c1)OCO2 (stereo not drawn)
-13	17	-1.0	COc1ccc(OC)c(-c2csc(NC(=O)CSc3nnnn3C)n2)c1
-25	-4	-1.1	CC(=O)Nc1ccc(NC(=O)CN2CCN(c3ccccn3)CC2)cc1
-45	23	-0.5	Cc1nc2ccccc2c(=O)n1NC(=O)c1c(O)c2c(n(CC(C)C)c1=O)CCCC2
6	7	.	Cc1cccc(C)c1NC(=O)CN(C)C(=O)C1CC1C (stereo not drawn)
-19	30	0.3	COC(=O)N/N=C/c1sc(N2CCCCC2)nc1-c1cccs1
-3	36	-1.1	O=C(CCNc1ccc(Cc2ccncc2)cc1)c1ccc([N+](=O)[O-])cc1
-29	14	-1.2	Cc1cccc(N(CC(=O)NC2CCCCC2)C(=O)CCC(=O)Nc2ccccn2)c1
0	17	-0.2	NC(=O)Nn1c(CCC(=O)O)ccc1-c1ccc(Cl)cc1
-9	7	-1.2	Cn1c(=O)oc2cc(S(=O)(=O)Nc3cccc4c3CCCC4)ccc21
-10	6	-1.1	Cn1cccc1/C=N/NC(=O)c1ccc[n+]([O-])c1
-16	9	-0.9	COC(=O)CSc1nc2cc3c(cc2cc1C)OCO3
0	9	-1.8	CCc1nnc(NC(=O)CCS(=O)(=O)Cc2ccccc2)s1
-41	8	-1.1	COc1ccc(S(=O)(=O)N2CCc3ccccc32)cc1C(=O)N1CCC(C)CC1

# Reprinted at random: four compounds from above, in no set order.
OX1R antag-1	OX1R antag-2	STK33 inh	SMILES
-3	36	-1.1	O=C(CCNc1ccc(Cc2ccncc2)cc1)c1ccc([N+](=O)[O-])cc1
0	9	-1.8	CCc1nnc(NC(=O)CCS(=O)(=O)Cc2ccccc2)s1
-10	6	-1.1	Cn1cccc1/C=N/NC(=O)c1ccc[n+]([O-])c1
6	7	.	Cc1cccc(C)c1NC(=O)CN(C)C(=O)C1CC1C (stereo not drawn)

# Rewritten as labelled records: part of the list above.
mol: O=C(COC(=O)Cc1ccsc1)NNC(=O)c1ccccc1
  OX1R antag-1 = -12; OX1R antag-2 = 6; STK33 inh = -0.6

mol: N#Cc1ccccc1OCC(=O)Nc1cccc(S(=O)(=O)N2CCCC2)c1
  OX1R antag-1 = -29; OX1R antag-2 = 9; STK33 inh = 0.8

mol: NC(=O)Nn1c(CCC(=O)O)ccc1-c1ccc(Cl)cc1
  OX1R antag-1 = 0; OX1R antag-2 = 17; STK33 inh = -0.2

mol: Cn1c(=O)c2c(nc(-n3ccnc3)n2Cc2ccccc2)n(C)c1=O
  OX1R antag-1 = -2; OX1R antag-2 = 7; STK33 inh = 0.5

# Next part:
OX1R antag-1	OX1R antag-2	STK33 inh	SMILES
-1	15	-0.7	CCc1ccccc1N(C(=O)c1snc(C(N)=O)c1N)C(C(=O)NCC1CCCO1)c1c[nH]c2ccccc12 (stereo not drawn)
-16	10	-1.7	CCOC(=O)C1=C(N)Oc2cc(O)ccc2C1c1ccc([N+](=O)[O-])cc1 (stereo not drawn)
-17	15	-1.5	CC(C)NC(=O)c1c(CSc2ccc(Cl)cc2)noc1C(=O)NCc1ccccc1
-32	24	2.5	Nc1nc(NCCCN2CCOCC2)nc(Nc2cccc(Cl)c2)c1[N+](=O)[O-]
-28	17	-1.1	CCCc1cc(=O)[nH]c(N/N=C/C=C\c2ccccc2)n1
-18	27	1.2	CNC(=O)COC(=O)/C=C/c1cn(-c2ccccc2)nc1-c1ccc(C)o1
-25	11	-1.4	CSCCC(NC(=O)c1ccccc1)C(=O)N1CC=C(c2ccccc2)CC1 (stereo not drawn)
2	9	-0.6	O=S(=O)(c1cccs1)N1CCN(c2ccccc2Cl)CC1
-3	22	-2.0	CCCNC(=O)CN1C(=O)NC(CC)(c2ccc(F)cc2)C1=O (stereo not drawn)
-8	8	-1.5	Cc1ccsc1CNCc1cc(Cl)ccc1O
-34	50	-0.3	Cc1cccc(S(=O)(=O)Nc2nc3ccccc3nc2NCc2ccco2)c1
2	6	-0.5	CCOC(=O)CON1C(=O)c2ccccc2C1=O
-20	7	0.2	COC(=O)c1ccc2c(=O)n(Cc3ccco3)c(SCC(=O)Nc3ccc(C)c(Cl)c3)nc2c1
0	6	-0.6	C[C@H](CO)N1C[C@H](C)[C@@H](CN(C)S(C)(=O)=O)Oc2c(NC(=O)Cc3ccccc3)cccc2C1=O
29	12	-0.4	COc1cccc(C(=O)Nc2ccc(Oc3cccc(C(F)(F)F)c3)nc2)c1
-10	5	-0.2	CC(=O)c1cccc([N+](=O)[O-])c1
-20	20	0.5	O=C(NCC1CCCO1)/C(=C/c1cn(-c2ccccc2)nc1-c1cccnc1)NC(=O)c1ccccc1 (stereo not drawn)
-4	2	-2.2	CCC(NC(=O)c1ccccc1NC(=O)c1ccco1)C(=O)O (stereo not drawn)
-25	5	3.5	CCCc1ccccc1OCCNC(=O)c1cc(=O)n(C)c(=O)n1C
1	6	-0.5	OCCNC(=S)Nc1ccc(Oc2ccccc2)cc1
-38	4	.	CC[C@@]1(C(=O)OC)N[C@H](CN(C)S(=O)(=O)c2ccc(C(F)(F)F)cc2)[C@@H]2C(=O)N(C)C(=O)[C@@H]21
-18	19	-0.2	CCc1nn(C(C)C(=O)N(C)Cc2ccccc2)c(=O)c2cc3occc3n12 (stereo not drawn)
-15	3	0.3	O=C(NC1CCCC1)C(Cc1ccccc1)n1cccc1 (stereo not drawn)
-23	14	1.1	Cc1ccc(CSCC(=O)N2CCN(c3ccc(F)cc3)CC2)cc1
-7	12	6.4	Cc1ccc(S(=O)(=O)NCCC(C)C)cc1[N+](=O)[O-]
-10	22	0.4	CCNC(=S)NNC(=O)c1cccs1
-26	3	0.0	CCOC(=O)Cc1csc(NC(=O)CSc2nnc(-c3ccc(C)cc3)o2)n1
-5	12	-0.5	CC(C)NC(=S)NC(=O)/C=C/c1cccc2ccccc12
-12	21	-0.1	COC(=O)C1=CN(C2CC2)C=C(C(=O)OC)C1c1ccccc1OC
-23	21	-0.1	O=C(CN1C(=O)NC2(CCCC2)C1=O)Nc1nc2c(F)cc(F)cc2s1
-8	5	-1.9	CCOC(=O)N1CCN(C(=O)COC(=O)Cc2ccc(Cl)cc2)CC1
-14	18	-1.1	O=C(Nc1ccnn1C1CCN(C(=O)c2ccccc2C(F)(F)F)CC1)C1CC1
-27	17	-1.2	CC(=O)c1c(C)[nH]c(C(=O)OCC(=O)NCCC2=CCCCC2)c1C
-8	9	-1.8	CCOC(=O)Cc1cc(=O)n2[nH]c(-c3ccc(C)cc3)cc2n1
-11	12	0.7	O=C(CSc1nncn1-c1ccccc1)Nc1ccc(F)cc1F
-19	24	1.1	COc1ccc(N(Cc2ccco2)C(=O)c2ccccc2F)cc1OC
-15	2	-1.8	CCOC(=O)CN1NC2(CCCCCC2)NC1=S
-4	5	0.2	COc1ccc(OC)c(S(=O)(=O)Nc2ccc3c(c2)C(=O)OC3)c1
-30	38	1.3	COC(=O)c1c(C)oc2ccc(N(C(C)=O)S(=O)(=O)c3ccccc3)cc12
-32	30	-0.2	CCOc1ccc(S(=O)(=O)N2CCC(C(=O)OC(C)C(=O)N(C)C3CCCCC3)CC2)cc1 (stereo not drawn)
-16	16	0.5	N#C/C(=C\c1ccc2c(c1)OCCO2)C(=O)NC1CCCCC1
-15	-7	-0.3	CC(C)CNC(=S)N(CCCO)Cc1cc2cc3c(cc2[nH]c1=O)OCCO3
-10	-2	-0.3	Cc1ccccc1-c1nc2cc(Cl)ccc2o1
-17	14	-0.1	CSc1nc(=S)n(-c2ccccc2)c(C)c1C(C)=O
-9	9	0.1	Cc1cccc(OCC(=O)O/N=C(\N)c2ccccn2)c1
-23	28	0.8	COc1ccc(C(=O)NCC(=O)OCC(=O)N2N=C(c3ccc(Cl)cc3)CC2c2ccco2)cc1OC (stereo not drawn)
-20	5	1.4	CNC(=S)N(Cc1cccs1)Cc1cc2cc(OC)ccc2[nH]c1=O
-4	1	-1.5	O=C(CSc1nnnn1C1CCCCC1)NCc1ccco1
-10	32	-0.6	CCN(c1cccc(C)c1)S(=O)(=O)c1ccc(OC)c([N+](=O)[O-])c1
-6	24	0.7	COc1ccc(CSC(=N)N)cc1[N+](=O)[O-]

# Compounds were not picked by outcome; any-hit rate near 2.2%.
